Compound activity from PubChem.
ERAP1 HTS inh: blocks human ERAP1 aminopeptidase activity; recombinant ERAP1, Leu-AMC fluorescence, 60 min; inhibition, % at 10.7 µM; 340,000 tested, 0.15% active;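 active means mean replicate inhibition of at least 30%, or all replicates individually reaching that 30% level; inactive means mean below 30% and not every replicate reaching it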;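 further: 0% = neutral control wells and 100% = L-leucinethiol positive control wells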
Target sequence (Q9NZ08 whole entry, looked up): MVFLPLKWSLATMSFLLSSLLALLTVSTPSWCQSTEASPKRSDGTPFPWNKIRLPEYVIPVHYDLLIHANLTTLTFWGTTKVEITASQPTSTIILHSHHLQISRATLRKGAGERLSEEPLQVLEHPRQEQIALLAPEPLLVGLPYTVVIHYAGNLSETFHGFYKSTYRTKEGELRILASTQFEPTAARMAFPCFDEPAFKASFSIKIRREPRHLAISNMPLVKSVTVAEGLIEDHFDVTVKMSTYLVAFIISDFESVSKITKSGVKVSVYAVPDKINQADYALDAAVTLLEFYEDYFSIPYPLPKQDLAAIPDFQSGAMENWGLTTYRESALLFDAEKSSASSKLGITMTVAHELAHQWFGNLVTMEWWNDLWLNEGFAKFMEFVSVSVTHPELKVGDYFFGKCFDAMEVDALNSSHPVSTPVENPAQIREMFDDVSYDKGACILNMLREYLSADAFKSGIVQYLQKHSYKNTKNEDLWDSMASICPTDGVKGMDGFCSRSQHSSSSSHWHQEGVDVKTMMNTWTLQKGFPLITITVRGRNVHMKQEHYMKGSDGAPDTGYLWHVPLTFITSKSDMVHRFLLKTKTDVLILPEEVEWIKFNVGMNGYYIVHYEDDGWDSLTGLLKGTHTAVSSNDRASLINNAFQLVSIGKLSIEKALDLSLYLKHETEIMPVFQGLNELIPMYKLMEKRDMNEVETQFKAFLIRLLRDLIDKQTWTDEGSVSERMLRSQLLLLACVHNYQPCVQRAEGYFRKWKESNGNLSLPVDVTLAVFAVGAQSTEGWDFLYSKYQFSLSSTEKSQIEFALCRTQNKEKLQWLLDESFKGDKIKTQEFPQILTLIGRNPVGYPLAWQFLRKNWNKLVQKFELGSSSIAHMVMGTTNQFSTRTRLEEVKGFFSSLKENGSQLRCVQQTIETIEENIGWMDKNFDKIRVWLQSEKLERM
FN deposit inh: fibronectin deposition inhibition | AH1F fibroblasts, Alexa488-fibronectin deposition fluorescence, overnight | inhibition, % at 12.6 µM | 350,000 tested, 0.086% active;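 active means mean inhibition across replicates of 30% or more, regardless of how many single replicates reach that level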;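 further: positive control wells lacked labelled fibronectin entirely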
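Assay system: AH1F fibroblasts / Quantity: 10000 cells per well / Medium: DMEM plus 2% serum, read in PBS / Reagent: labelled fibronectin 24 nM / Dosing: single dose, pinned / Times: 1 h cell attachment, overnight exposure to compound and label / Signal: fluorescence, ex 485 nm, em 525 nm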
PAX8 reporter: lowers PAX8-driven luciferase in RMG-I cells; RMG-I TPO-luciferase reporter, SteadyGlo, 24 h; inhibition, % at 12.6 µM; AID 652154; 360,000 tested, 1.2% active;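 active means mean replicate inhibition at least 60% with every replicate also reaching 60%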;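 further: luciferase light reporting Pax8 driven TPO promoter activity; plate controls were median of neutral control wells for no effect and mitoxantrone controls for full effect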
EWS-Fli block: blocks EWS/Fli oncoprotein-driven transcription; A673 NR0B1-luciferase reporter, viability-normalised; inhibition, % at 12.6 µM; 350,000 tested, 0.67% active; AID 651661;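 active means mean inhibition of at least 50% after viability correction, with every replicate also passing that limit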;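 further: firefly luciferase signal divided by Alamar Blue viability fluorescence both relative to DMSO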
LGR2 antag: blocks bursicon-induced cAMP signaling via Drosophila LGR2. inhibition, % at 9.99 µM. 380,000 tested, 0.35% active. HEK293 LGR2, CRE-luciferase, bursicon-stimulated, 4 h;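 active means drop in luminescence signal, shown as inhibition above about 50% in the replicate tests, limit read from the data, passing the limit was not always enough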;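 further: agonist challenge used bursicon conditioned medium at about half maximal strength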
S100A4 inh HTS: blocks human S100A4 binding to myosin IIA peptide; S100A4/TAMRA-MyoIIA peptide fluorescence polarization; 360,000 tested, 0.14% active; P26447; inhibition, % at 10.7 µM; AID 652163;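 active means mean inhibition of at least 70% across replicates, with every replicate also reaching that level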
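Test system: S100A4 monomer protein. Medium: HEPES buffer with Ca2+, pH 7.2. Reagent: fluorescent myosin IIA peptide, 5 nM. Compound dosing: single-point compound testing. Timing: 5 min between mix addition and reading. Benchmarks: DMSO neutral and TFP positive wells.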
PGC1a acetyl inh: PGC1a acetylation modulation, inhibitor mode. inhibition, % at 15.6 µM. 350,000 tested, 0.17% active. U2OS PGC1a acetylation, AlphaScreen anti-acetyl-lysine; with virally co-expressed GCN5 acetyltransferase;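 active means every replicate shows inhibition of at least 40%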;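 further: 0% = neutral control wells and 100% = positive control wells; some results beyond the cut were filed as inactive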
PglD inh: PglD (C. jejuni) enzyme inhibition; purified PglD enzyme, DTNB colorimetric CoA detection; AID 602405; inhibition, % at 12.5 µM; 360,000 tested, 0.098% active; in the data active means inhibition above about 16%, passing the limit was not always enough; further: strong numbers were not always called active
Starred values were filed as active, the others as inactive; nt = no result given; & = joins results of further samples. Not a hit list, and some 2.1% of all compounds hit somewhere here.

[1] COc1ccc(-c2c[n+]3c(n2-c2ccc(C)cc2)CCCCC3)cc1
[2] CCC(=O)Nc1ccc2c(c1)C(=O)N(C)C[C@H](OC)[C@H](C)CN(Cc1ccccc1C(=O)O)[C@H](C)CO2
[3] Cc1ccc2nc(NC(=O)COC(=O)c3ccccn3)sc2c1
[4] Cc1ccccc1C(C)NC(=O)COC(=O)Cn1cc(C(F)(F)F)ccc1=O (stereo not given)
[5] Cc1nc(N)ncc1Sc1ccccc1
[6] COc1cccc(CNC(=O)[C@H]2[C@H](CO)[C@H]3Cn4c(ccc(C5=CCCCC5)c4=O)[C@@H]2N3)c1
[7] COc1cc(CCC(=O)Nc2ccc(S(=O)(=O)N3CCCC3)cc2)cc(OC)c1OC
[8] O=C(c1ccc(Br)s1)N1CCc2ccccc2C1

| Screen / compound no. | 1 | 2 | 3 | 4 | 5 | 6 | 7 | 8 |
| --- | --- | --- | --- | --- | --- | --- | --- | --- |
| ERAP1 HTS inh | 0 | -6 | -4 | -5 | 1 | nt | 5 | 6 |
| FN deposit inh | 3 | 7 | 0 | 2 | -1 | nt | 7 | nt |
| PAX8 reporter | 99* | 2 | -33 | 3 | -19 | -16 | 4 | -119 |
| EWS-Fli block | 24 | 0 | -30 | 2 | 2 | 1 | 11 | -46 |
| LGR2 antag | nt | 10 | -53 | -7 | 2 | -1 | -20 | -57 |
| S100A4 inh HTS | -8 | 2 | 5 | -3 | 2 | 0 | 0 | 7 |
| PGC1a acetyl inh | 5 | -4 | nt | 1 | 1 | -5 | -2 | nt |
| PglD inh | 1 | 2 | nt | -8 | nt | 5 | 2 | 2 |

[9] CC1ON=C(c2ccccn2)N(Cc2ccc(S(C)(=O)=O)cc2)C1=O (stereo not given)
[10] CCc1ccc2c(c1)C(=O)C(=O)N2CC(=O)Nc1ccc(NC(=O)c2ccccn2)cc1
[11] CCc1ccc2oc(-c3ccc(NC(C)=O)cc3)nc2c1
[12] O=C1C(N2CCOCC2)=Cc2cccc3cccc1c23
[13] Cc1cn([C@H]2C[C@H](O)[C@@H](/C=C/C(=O)N3CCN(Cc4ccc(F)cc4)CC3)O2)c(=O)[nH]c1=O
[14] C[C@@H]1CN([C@@H](C)CO)C(=O)c2cccc(NS(=O)(=O)c3ccccc3)c2O[C@H]1CN(C)Cc1ccncc1
[15] CCOC(=O)C1CCCN(C(=O)c2ccc(Cl)c(S(=O)(=O)N3CCCCCC3)c2)C1 (stereo not given)
[16] C[C@H]1CN([C@@H](C)CO)S(=O)(=O)c2ccc(-c3ccncc3)cc2O[C@@H]1CN(C)C(=O)C1CC1

| Screen / compound no. | 9 | 10 | 11 | 12 | 13 | 14 | 15 | 16 |
| --- | --- | --- | --- | --- | --- | --- | --- | --- |
| ERAP1 HTS inh | nt | 4 | 1 | 2 | -4 | 1 | -3 | -3 |
| FN deposit inh | 6 | 8 | -6 | -17 | -9 | nt | -2 | 0 |
| PAX8 reporter | 1 | -14 | -73 | 18 | 0 | -3 | 9 | nt |
| EWS-Fli block | -5 | 18 | -18 | -23 | 10 | -7 | -2 | -10 |
| LGR2 antag | 9 | 2 | nt | -2 | 7 | -9 | 1 | -9 |
| S100A4 inh HTS | -11 | -5 | -6 | 90* | 0 | -3 | 2 | 1 |
| PGC1a acetyl inh | nt | nt | -10 | -5 | 4 | -7 | 1 | 9 |
| PglD inh | -2 | nt | -9 | -3 | 2 | 3 | nt | -2 |

[17] CCC(=O)N1CC2(C1)[C@H](c1ccccc1)[C@H](CO)N2Cc1ccccc1F
[18] C=CCN1Cc2ccccc2[C@H]2OC(c3ccc(OCCCO)cc3)=N[C@@]2(CC=C)C1=O
[19] COc1ccc(NC(=O)C(c2ccnc3ccccc23)n2c(=O)c(-c3ccco3)nc3ccccc32)cc1 (stereo not given)
[20] Cn1c(=O)c2c(nc(NCCCO)n2Cc2cccc(C(F)(F)F)c2)n(C)c1=O
[21] O=C(C[C@H]1C[C@@H]2c3cc(NC(=O)Nc4ccccc4F)ccc3O[C@@H]2[C@H](CO)O1)NCc1ccccn1
[22] CSCC[C@H](NC(=O)OC(C)(C)C)C(=O)N1CCC(C(=O)N[C@@H](C)C(=O)NC(C)c2ccccc2)CC1 (stereo not given in full)
[23] COc1cc(/C=N/NC(=O)Cc2ccc(Br)cc2)cc(OC)c1O
[24] CC(C)CNC(=O)CSc1nc2nn(-c3ccccc3)c(=O)c-2c2n1CCCCC2

| Screen / compound no. | 17 | 18 | 19 | 20 | 21 | 22 | 23 | 24 |
| --- | --- | --- | --- | --- | --- | --- | --- | --- |
| ERAP1 HTS inh | 0 | 4 | 4 | 0 | -5&-5 | nt | -3 | -1 |
| FN deposit inh | nt | nt | -6 | nt | -1&1 | nt | -11 | -8 |
| PAX8 reporter | 7 | 24 | 3 | nt | -11&8 | nt | 16 | 7 |
| EWS-Fli block | 10 | 11 | -3 | nt | 7&-2 | 0 | 9 | 2 |
| LGR2 antag | 12 | nt | -15 | -9 | -7&-2 | 10 | -9 | -9 |
| S100A4 inh HTS | -10 | 5 | -1 | -1 | -8&2 | 0 | -2 | -1 |
| PGC1a acetyl inh | -7 | nt | nt | nt | -2&-1 | 3 | -8 | 4 |
| PglD inh | nt | 8 | nt | -1 | 3&-2 | -5 | 0 | nt |

Exported with values under each structure: entries from further up.
Results follow in this order: ERAP1 HTS inh | FN deposit inh | PAX8 reporter | EWS-Fli block | LGR2 antag | S100A4 inh HTS | PGC1a acetyl inh | PglD inh
11: CCc1ccc2oc(-c3ccc(NC(C)=O)cc3)nc2c1
    1 | -6 | -73 | -18 | nt | -6 | -10 | -9
12: O=C1C(N2CCOCC2)=Cc2cccc3cccc1c23
    2 | -17 | 18 | -23 | -2 | 90* | -5 | -3
13: Cc1cn([C@H]2C[C@H](O)[C@@H](/C=C/C(=O)N3CCN(Cc4ccc(F)cc4)CC3)O2)c(=O)[nH]c1=O
    -4 | -9 | 0 | 10 | 7 | 0 | 4 | 2
14: C[C@@H]1CN([C@@H](C)CO)C(=O)c2cccc(NS(=O)(=O)c3ccccc3)c2O[C@H]1CN(C)Cc1ccncc1
    1 | nt | -3 | -7 | -9 | -3 | -7 | 3
15: CCOC(=O)C1CCCN(C(=O)c2ccc(Cl)c(S(=O)(=O)N3CCCCCC3)c2)C1 (stereo not given)
    -3 | -2 | 9 | -2 | 1 | 2 | 1 | nt
16: C[C@H]1CN([C@@H](C)CO)S(=O)(=O)c2ccc(-c3ccncc3)cc2O[C@@H]1CN(C)C(=O)C1CC1
    -3 | 0 | nt | -10 | -9 | 1 | 9 | -2
17: CCC(=O)N1CC2(C1)[C@H](c1ccccc1)[C@H](CO)N2Cc1ccccc1F
    0 | nt | 7 | 10 | 12 | -10 | -7 | nt
18: C=CCN1Cc2ccccc2[C@H]2OC(c3ccc(OCCCO)cc3)=N[C@@]2(CC=C)C1=O
    4 | nt | 24 | 11 | nt | 5 | nt | 8
19: COc1ccc(NC(=O)C(c2ccnc3ccccc23)n2c(=O)c(-c3ccco3)nc3ccccc32)cc1 (stereo not given)
    4 | -6 | 3 | -3 | -15 | -1 | nt | nt
20: Cn1c(=O)c2c(nc(NCCCO)n2Cc2cccc(C(F)(F)F)c2)n(C)c1=O
    0 | nt | nt | nt | -9 | -1 | nt | -1
21: O=C(C[C@H]1C[C@@H]2c3cc(NC(=O)Nc4ccccc4F)ccc3O[C@@H]2[C@H](CO)O1)NCc1ccccn1
    -5&-5 | -1&1 | -11&8 | 7&-2 | -7&-2 | -8&2 | -2&-1 | 3&-2
22: CSCC[C@H](NC(=O)OC(C)(C)C)C(=O)N1CCC(C(=O)N[C@@H](C)C(=O)NC(C)c2ccccc2)CC1 (stereo not given in full)
    nt | nt | nt | 0 | 10 | 0 | 3 | -5

Additional records
[25] Nc1nc2c(ncn2[C@@H]2O[C@H](C(=O)NCC(c3ccccc3)c3ccccc3)[C@@H](O)[C@H]2O)c(=O)[nH]1
[26] CC(=O)c1cccc(NS(=O)(=O)c2ccc(-c3cnc(C4CC4)o3)cc2)c1
[27] CC(C)CCNC(=O)c1nnc(Cc2ccc(Cl)cc2)o1
[28] CCC(=O)Nc1cccc(C(=O)c2ccc(C)c(C)c2)c1
[29] CCC1CN(C(=O)N2CCC(C(=O)NCc3ccc(F)cc3)CC2)c2ccccc2O1 (stereo not given)

| Screen / compound no. | 25 | 26 | 27 | 28 | 29 |
| --- | --- | --- | --- | --- | --- |
| ERAP1 HTS inh | 0 | -2 | -2 | 2 | 0 |
| FN deposit inh | -9 | 5 | 7 | -9 | -8 |
| PAX8 reporter | -14 | 40 | 15 | -33 | 11 |
| EWS-Fli block | -3 | nt | -4 | -16 | 7 |
| LGR2 antag | 0 | -16 | 19 | -35 | 5 |
| S100A4 inh HTS | -1 | 1 | -3 | -2 | 1 |
| PGC1a acetyl inh | nt | -8 | 2 | nt | 10 |
| PglD inh | nt | -1 | 1 | nt | 3 |
